Screening data deposited in PubChem BioAssay by several laboratories.
FLuc stim CS = affects firefly luciferase, flagging false hits in luciferase stimulation screens; activation factor at 10 µM; 200,000 tested, under 10 active; ATPlite luciferase biochemical, luminescence, 10 min; 0 = ATP-free wells, 1 = DMSO control; P08659; AID 1027;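 active = luciferase activation factor, scaled between plate controls, of at least 2 with compound at 10 µM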
Target sequence (P08659 whole entry, looked up): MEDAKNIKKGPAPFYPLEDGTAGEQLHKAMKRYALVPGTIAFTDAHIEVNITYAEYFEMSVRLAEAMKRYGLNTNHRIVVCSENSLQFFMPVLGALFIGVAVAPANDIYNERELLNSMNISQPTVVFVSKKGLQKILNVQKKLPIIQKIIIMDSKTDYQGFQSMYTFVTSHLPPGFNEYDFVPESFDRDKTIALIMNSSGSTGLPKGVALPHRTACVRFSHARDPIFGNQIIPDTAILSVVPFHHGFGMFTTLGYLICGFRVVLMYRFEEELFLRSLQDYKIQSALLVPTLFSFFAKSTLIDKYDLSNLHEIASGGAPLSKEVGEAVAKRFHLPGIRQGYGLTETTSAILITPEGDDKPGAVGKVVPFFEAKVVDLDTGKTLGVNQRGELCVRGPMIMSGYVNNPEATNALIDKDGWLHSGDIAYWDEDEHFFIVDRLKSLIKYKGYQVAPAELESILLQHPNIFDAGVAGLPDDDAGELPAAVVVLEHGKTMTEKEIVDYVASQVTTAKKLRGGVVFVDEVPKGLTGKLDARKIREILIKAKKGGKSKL
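Assay system: Luciferase/luciferin detection reagent, cell-free biochemical luciferase assay / Also added: ATP substrate / Schedule: 10 min at ambient temperature / Measured by: luminescence measurement of luciferase light output / Benchmarks: low control with PBS replacing ATP, high control enzyme plus ATP without compound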
Redox H2O2 prof = compounds producing H2O2 with reducing agent – biochemical, NIH compound library profiling, artefact control for MLSCN library redox annotation, primary screen; 200,000 tested, 0.03% active; activation, % at 10 µM; DTT-dependent redox cycling H2O2, phenol red/HRP absorbance; 100% = 100 µM peroxide control, 0% = buffer;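 active = activation of at least 50% relative to the plate's high and low controls in the primary single-dose screen; inactive = activation below 50%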;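 also: compound incubated with DTT at 0.8 mM final as the reducing agent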
NF-kB expr up = compounds increasing NF-kB expression in human neuronal cells; NF-kB reporter expression; active compounds read high; fold change at 12.5 µM; 190,000 tested, 1.6% active; AID 1239; in the data active = fold change above about 3.3
FLuc inhib CS = inhibits firefly luciferase, flagging false hits in luciferase inhibition screens; inhibition, % at 10 µM; P08659; ATPLite firefly luciferase biochemical luminescence, 10 min; AID 1006; 200,000 tested, 1.5% active;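 active = inhibition above about 50% when tested at 10 µM, limit read from the data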
Hsp70 activator = switches on Hsp70 transcription | 200,000 tested, 0.04% active | HeLa Hsp70 promoter luciferase reporter, luminescence; scaled: vehicle 0, proteasome-inhibitor control 100% | activation, % at 10 µM | AID 1203;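 active = activation above the mean across all tested compounds plus 3 SD, cutoff set per campaign, cut at about 5.5% in these data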;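 also: 100% = MG132 at 30 µM as the positive control and 0% = DMSO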
HMGR II inh = inhibitors of class II HMG-CoA reductase from Enterococcus faecalis | purified E. faecalis HMGR, NADPH absorbance 340 nm kinetic | inhibition, % at 10 µM | 190,000 tested, 0.41% active;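 active = inhibition above a set limit, the median over all tested compounds plus 3 SD, cut at about 9.5% in these data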;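 also: enzyme runs in reverse so mevalonate oxidation gives rising NADPH absorbance; 0% = complete reaction with DMSO and 100% = background rate lacking mevalonate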
APP 5'UTR act = APP 5'UTR luciferase reporter activation | SH-SY5Y APP 5'UTR luciferase reporter, luminescence; zero percent = DMSO vehicle wells | activation, % at 2 µM | 190,000 tested, 1% active;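 active = activation above a set limit, based on mean plus 3 SD of controls, cut at about 140% in these data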; also: values of inactives mirror those of a sister screen read the other way
STAT1 act = STAT1 signaling activation. NIH 3T3 STAT1-luciferase reporter, IFN-gamma, luminescence; 100% = IFN-gamma alone, no compound. activation (% of control), % at 5.5 µM. 200,000 tested, 2.6% active;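 active = activation above the screen-wide mean activation plus 3 SD, cut at about 130% in these data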;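 also: raw ratio to IFN-gamma control signal so 100% means no change and 0% no light; values of inactives mirror those of a sister screen read the other way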
APP 5UTR inh = APP translation inhibition | SH-SY5Y APP 5'UTR-luciferase reporter, luminescence | inhibition, % at 2 µM | 190,000 tested, 0.82% active | AID 1285;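 active = inhibition above a set limit, derived from the sample mean plus 3 SD, cut at about 45% in these data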; also: values of inactives mirror those of a sister screen read the other way
G6PDH CS = inhibits Leuconostoc G6PDH, flagging false hits in G6PDH-based assays. inhibition, % at 5 µM. Purified L. mesenteroides G6PDH, diaphorase/resazurin coupled fluorescence, 45 min. 200,000 tested, 0.12% active; in the data active = inhibition above about 50%
The depositor's hits bear a star; . = no result given.

A first look, 2 compounds:
no.	SMILES	FLuc stim CS	Redox H2O2 prof	NF-kB expr up	FLuc inhib CS	Hsp70 activator	HMGR II inh	APP 5'UTR act	STAT1 act	APP 5UTR inh	G6PDH CS
1	Cc1cc(Oc2ccccc2)nc(SCC(=O)Nc2ccccc2)n1	1	-0.2	0.84	-5	-0.2	-2	0	92	0	20
2	N#C/C(=C\c1c(N2CCCCC2)nc2ccccn2c1=O)C(=O)NCc1ccco1	1	0.2	0.73	-2	-0.3	3	-8	96	8	10

Main list (from the top)
no.	SMILES	FLuc stim CS	Redox H2O2 prof	NF-kB expr up	FLuc inhib CS	Hsp70 activator	HMGR II inh	APP 5'UTR act	STAT1 act	APP 5UTR inh	G6PDH CS
1	Cc1cc(Oc2ccccc2)nc(SCC(=O)Nc2ccccc2)n1	1	-0.2	0.84	-5	-0.2	-2	0	92	0	20
2	N#C/C(=C\c1c(N2CCCCC2)nc2ccccn2c1=O)C(=O)NCc1ccco1	1	0.2	0.73	-2	-0.3	3	-8	96	8	10
3	Cc1occc1C(=O)Nc1nccs1	1	0.4	1	-4	0.3	-4	8	95	-8	-5
4	CN(C(=O)COC(=O)c1c[nH]c(=O)[nH]c1=O)C1CCCCC1	1	2.0	1.1	1	-0.3	-1	-13	102	13	7
5	Cc1n[nH]c(C)c1Sc1ccccc1N	1	0.1	0.71	-5	0.1	-2	5	93	-5	5
6	CC(=O)c1cccc(N(CC(=O)O)S(C)(=O)=O)c1	1.1	2.7	0.93	-7	-0.1	3	13	95	-13	-7
7	O=C(Nc1ccccc1Cl)C1C2CCC3C(CCC21)C3(Cl)Cl (centres undefined)	1.1	0.2	1.1	-5	-0.2	-2	14	95	-14	0
8	Cc1ccccc1NC(=O)/C(C#N)=C/c1ccsc1	1	0.0	1.4	1	1.0	-6	-11	96	11	-6
9	Cc1ccc2cc(CCNC(=O)C(=O)c3c[nH]c4ccccc34)c(=O)[nH]c2c1	0.9	-0.7	0.69	6	-0.2	-3	8	101	-8	5
10	OCC(O)/C=N/Nc1nc2ccccc2s1 (centres undefined)	1	-0.4	1.2	-2	-0.2	-7	17	115	-17	8
11	COC(C)(C)[C@]12CC(O)(c3ccccc3)ON1[C@H]1CCCCC1N2O (some centres undefined)	1	0.2	0.94	-2	-0.6	-2	5	103	-5	-4
12	CCO[C@H]1OC(C(=O)N2CCN(C)CC2)=C[C@@H](c2ccc(C(F)(F)F)cc2)[C@@H]1CCCO	1	0.1	1.1	-4	0.1	0	2	96	-2	18
13	FC(F)(F)c1nc2ccccc2nc1N/N=C\c1ccccc1	0.8	1.6	0.75	18	-0.4	5	14	103	-14	4
14	COc1ccc(NC(=O)CN2CCCN(S(=O)(=O)c3ccc(F)cc3)CC2)cc1	1.1	-0.1	1.1	-6	-0.4	1	21	99	-21	-8
15	CCN1CCN(CCCNC(=O)C2c3ccccc3C(=O)N(c3ccc(OC)cc3)C2c2ccc(OC)cc2)CC1 (centres undefined)	1	-2.9	0.77	-1	-0.2	-4	8	102	-8	2
16	Cc1ccc[n+](CC(=O)Nc2ccc([N+](=O)[O-])cc2Cl)c1	1	1.0	1	-1	-0.2	-5	.	100	.	31
17	O=C(CN1CCOCC1)n1c2c(c3ccccc31)CCCC2	1	-0.9	1.1	-4	-0.2	-7	-9	87	9	3
18	NC(=O)C1(N2CCCCC2)CCN(C(=S)Nc2cc(F)cc(F)c2)CC1	1	-0.4	1.1	0	-0.1	-1	2	94	-2	6
19	CCN(CC)S(=O)(=O)c1cc(NC(=O)COC(=O)c2ccc(NC(=O)CC#N)cc2)ccc1C	1	0.0	0.86	-1	0.0	-2	-8	111	8	3
20	C/C(N)=C(/C#N)C(=O)COC(=O)c1cc(-c2ccc(C)cc2)nc2ccccc12	0.9	-0.4	0.95	13	0.1	-1	-2	114	2	-7
21	CCOC(=O)c1ccccc1OCc1cc(/C=N/n2cncn2)ccc1OC	1.1	1.3	0.77	-5	0.3	-1	1	99	-1	2
22	Cc1cccc(-c2nc3ccccc3c(=O)n2NC(=O)Cc2ccc(Cl)cc2)c1	1.1	0.4	1.3	-7	-0.5	3	0	102	0	13
23	CN1CCN(/N=C/c2cccc(Cl)c2Cl)CC1	1.1	0.4	1.8	-5	-0.3	-6	24	115	-24	-9
24	COc1c(O)ccc(/C=C(\C#N)c2nc3ccccc3[nH]2)c1[N+](=O)[O-]	0.9	0.0	1.1	5	0.6	0	88	134*	-88	21
25	COCCNC(=O)c1cc2c(-c3ccc(Cl)cc3)nn(C)c2s1	1.1	-1.0	0.74	-5	-0.2	-2	16	106	-16	0
26	O=C(Cc1ccccc1)Nc1nonc1NC(=O)c1ccccc1	1.1	2.0	3.7*	-6	-0.3	-4	16	92	-16	3
27	O=C(NCc1n[nH]c(=S)n1-c1ccc(F)cc1)c1ccc(S(=O)(=O)N2CCCC2)cc1	1	0.2	1	0	-0.1	0	4	104	-4	-1
28	CN1CCc2nc(SCC(=O)Nc3cccc(F)c3)c(C#N)c(-c3cccs3)c2C1	1.1	2.9	1.3	-6	0.1	-7	24	102	-24	19
29	O=C(NCCCN1CCCCCC1)c1ccc2c(c1)NC(=O)C(N1CCOCC1)S2 (centres undefined)	1	0.1	1	1	-0.2	-2	8	101	-8	13
30	Cc1onc(-c2ccccc2)c1C(=O)NC(=S)NNC(=O)c1ccccc1O	1.1	-0.3	0.49	-7	-0.3	-5	8	89	-8	0
31	COc1cc2[nH]c(=S)n(C3CCCC3)c(=O)c2cc1OC	1	0.4	0.94	-3	0.1	-5	2	106	-2	-7
32	Cc1c(C(=O)NCc2ccccc2)cnn1-c1ccccc1	1.1	0.6	1.4	-7	-0.2	-1	23	101	-24	-6
33	COC(=O)c1[nH]c2ccccc2c1NS(=O)(=O)c1ccc(OC)cc1OC	1.1	1.9	1.2	-6	0.0	0	12	89	-12	-24
34	COc1ccc(-c2nc[nH]c2[N+](=O)[O-])cc1	1.1	0.2	1.1	-6	0.1	-4	9	101	-9	4
35	Cc1ccc(Sc2ncccc2/C=N/O)cc1	1	-0.5	0.88	2	0.4	-1	21	109	-21	15
36	COc1ccc(C(=O)O)cc1N1C(=O)Nc2ccccc2N1O	1.1	-0.8	0.97	-7	-0.3	-5	4	102	-4	-4
37	Cc1ccc(-n2cccn2)cc1	1	-0.8	1.1	0	-0.2	-8	11	102	-11	2
38	CCOC(=O)c1ccc(NC(=O)Oc2ccccc2)cc1	1.1	-0.4	1.3	-9	-0.2	-7	14	106	-14	9
39	N#C/C(=C\c1cccs1)Sc1nc2ccccc2s1	1	0.3	1.5	1	0.4	1	5	108	-5	-3
40	CCOC(=O)C1CCN(C(=O)Cc2c(C(=O)O)n(C)c3ccccc23)CC1	1	3.2	0.97	-2	0.2	0	-20	104	20	9
41	Cc1c(C(=O)NCc2n[nH]c(=S)n2-c2ccc(F)cc2)cccc1[N+](=O)[O-]	1	1.3	1.2	-2	-0.1	-3	1	98	-1	3
42	CCC(C)C(=O)Nc1c2c(nc3c1CCC3)CCCC2 (centres undefined)	1.1	-0.5	0.99	-7	-0.2	-9	-15	98	15	-4
43	CCOC(=O)C1=C(CC)OC(N)=C(C#N)C1c1ccc(OC)c(C)c1OC (centres undefined)	1	0.7	1.2	-1	-0.1	-4	-2	103	2	7
44	CNC(=S)N(CCc1cccc(C)c1)Cc1cc2cc(OC)c(OC)cc2[nH]c1=O	1	-0.6	0.94	-4	-0.2	-1	-3	100	3	-11
45	c1csc(-c2noc(COc3ccc4c(c3)CCCC4)n2)c1	0.9	0.0	4.4*	5	0.1	-4	126	132*	-126	-20
46	O=C(NCCNC(=O)c1ccco1)c1cccc(F)c1	1.1	0.3	0.95	-10	-0.4	-2	11	107	-11	4
47	COc1cc(/C=N/NS(=O)(=O)c2ccc3ccccc3c2)ccc1OCCN1CCOCC1	1.1	-0.1	1	-7	-0.4	2	8	98	-8	3
48	O=C(COC(=O)c1ccco1)Nc1ccc2c(c1)OCO2	0.9	-0.1	1.2	12	-0.4	-2	7	98	-7	14
49	Cc1ccc2cc(CN(Cc3ccccc3)Cc3nnnn3C3CCCC3)c(=O)[nH]c2c1	1.1	-0.8	0.63	-8	0.1	-2	-1	96	1	-28
50	Cc1c(C(=O)Oc2cc(N)n(S(C)(=O)=O)n2)cccc1[N+](=O)[O-]	1	0.6	0.97	0	-0.2	-2	-2	99	2	2
51	CC(=O)Nc1nc2nc(-c3ccccc3)cc(-c3ccccc3)n2n1	1	2.1	1	0	-0.3	-5	8	104	-8	-1
52	CC(Sc1nc2ccccc2s1)C(=O)Nc1nnc(C(C)C)s1 (centres undefined)	1	-1.1	1.1	-4	-0.2	-3	12	97	-12	-15
53	O=C(Oc1cccc(NC(=O)c2ccco2)c1)c1cccc(S(=O)(=O)N2CCCC2)c1	1	-1.7	1.4	-4	0.2	3	-1	100	1	0
54	c1ccc(-c2csc(-c3cccnc3)n2)cc1	0.9	-0.9	2	8	-0.2	2	13	132*	-13	9
55	CC1Cc2ccccc2N1CC(=O)Nc1ccc2c(c1)OCO2 (centres undefined)	1	-0.5	1.2	-3	-0.6	-2	-1	98	0	2
56	Cc1ccc(NS(=O)(=O)c2cc(C(=O)O)ccc2Cl)cc1	1.1	-0.5	0.91	-5	-0.2	0	8	100	-8	4
57	COc1cccc(NC(=O)C2CCCN2C(=O)Nc2cccc(F)c2)c1 (centres undefined)	1	2.7	1.1	0	-0.1	-2	-10	108	10	2
58	CCCCCCCCCCC(=O)Nc1cccnc1	1.1	-1.3	1.1	-8	-0.3	2	-26	91	26	11
59	CC1=C(C(=O)NCc2ccccc2)C(c2cccs2)NC(=S)N1 (centres undefined)	1.1	0.4	1.1	-9	-0.1	-1	-6	93	6	3
60	c1cncc(-c2nnc(SCc3cccc4ccccc34)o2)c1	1	-0.7	1.1	-3	-0.2	-1	-4	99	4	4

The list continues:
no.	SMILES	FLuc stim CS	Redox H2O2 prof	NF-kB expr up	FLuc inhib CS	Hsp70 activator	HMGR II inh	APP 5'UTR act	STAT1 act	APP 5UTR inh	G6PDH CS
61	COc1ccc(NC(=O)C2CC(=O)NC3=C2C(=O)CC(C)(C)C3)cc1 (centres undefined)	1	2.1	1.2	-4	-0.2	-5	-2	97	2	5
62	CN(CCC#N)C(=O)CSc1ncnc2sc(-c3ccccc3)cc12	0.9	0.4	1.2	9	-0.5	-1	16	104	-16	1
63	COc1ccc(CNS(=O)(=O)NCc2ccc(C)cc2)cc1OC	1	-0.4	1	-5	-0.5	-2	20	82	-20	-8
64	O=C(/C=C/c1cn(-c2ccccc2)nc1-c1ccccc1)Nc1ccc(C(=O)O)cc1	0.8	-1.6	2.6	20	-0.3	-6	12	152*	-12	4
65	Cn1c(=O)[nH]c(=O)c2c1nc(CN1CCOCC1)n2CCCO	1	3.0	1	-3	0.0	-1	-2	100	2	6
66	CC(=O)Nc1c(C)nn(C(C)=O)c1C	1.1	0.5	1.1	-6	-0.5	-1	7	95	-7	14
67	Cn1nc(C(F)(F)F)c(C#N)c1N1CCN(c2cccc(C(F)(F)F)c2)CC1	1	0.7	1.1	-3	0.9	1	.	102	.	10
68	COc1cccc(CN2CCN(C(=O)c3cc(-c4cccnc4)nc4ccc(C)cc34)CC2)c1	1	-0.6	0.45	3	-0.5	-2	13	113	-13	21

Random draw from the library; about 5.3% have a hit in one of these screens.
